D2 antag = HTS Assay for Allosteric Antagonists of the Human D2 Dopamine Receptor: Primary Screen for Antagonists. D(2) dopamine receptor (Homo sapiens), P14416. HEK293 TREx D2 cells, calcium flux, dopamine EC80. inhibition, % at 10 µM. 2% of 340,000 active; in the data active = inhibition above about 30%; also: 0% is about no effect
Target sequence (P14416 whole entry, looked up): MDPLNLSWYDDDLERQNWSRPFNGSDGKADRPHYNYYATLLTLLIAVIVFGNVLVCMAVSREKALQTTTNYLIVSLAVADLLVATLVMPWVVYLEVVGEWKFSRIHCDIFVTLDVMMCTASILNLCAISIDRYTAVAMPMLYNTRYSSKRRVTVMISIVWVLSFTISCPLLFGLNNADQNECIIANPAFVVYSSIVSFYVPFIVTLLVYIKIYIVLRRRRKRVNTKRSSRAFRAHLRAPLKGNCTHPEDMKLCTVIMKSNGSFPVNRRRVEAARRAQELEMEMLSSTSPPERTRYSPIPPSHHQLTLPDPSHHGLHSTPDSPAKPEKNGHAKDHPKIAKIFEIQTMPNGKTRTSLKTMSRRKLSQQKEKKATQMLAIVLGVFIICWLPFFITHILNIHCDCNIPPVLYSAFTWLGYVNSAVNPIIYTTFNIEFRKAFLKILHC
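Tetracycline-induced HEK293 T-REx cells expressing D2 force-coupled to calcium signalling were dye-loaded, exposed to compound for 180 s, then challenged with an EC80 of dopamine; calcium flux was followed kinetically for a further 180 s.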
RXFP1 antagonist = qHTS Assay for Antagonists of the Relaxin Receptor RXFP1; HEK293-RXFP1, relaxin-stimulated cAMP HTRF, 30 min; hits give low values; activity change, negative = inhibition, % at 57.5 µM; 0.59% of 350,000 active; AID 1259400, 2018;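 active = activity change of -60% or lower, but not beyond a set lower limit; inconclusive = change between -60% and -40%, or beyond the set limit; inactive = change above -40%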; also: % is scaled to controls: 0 for no effect and ±100 for the full control effect
D1 antag = Antagonist of Human D 1 Dopamine Receptor: qHTS; D(1A) dopamine receptor (Homo sapiens), P21728; HEK293 TREx D1 cells, calcium flux, dopamine EC80; hits give low values; activity change, negative = inhibition, % at 10 µM; 3.2% of 360,000 active; in the data active = activity change below about -30%; also: % is scaled to controls: 0 for no effect and ±100 for the full control effect
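Cells carrying a force-coupled, tetracycline-inducible human D1 receptor report calcium flux. Each well gets a 10 s baseline, compound with 180 s monitoring, then an EC80 dopamine stimulus with a second 180 s kinetic read.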
D1 potentiator = Potentiators of Human D1 Dopamine Receptor: qHTS; HEK293 TREx D1 cells, calcium flux, dopamine EC20 potentiation; potentiation, % at 10 µM; 0.036% of 360,000 active; AID 504651, 2011; in the data active = potentiation above about 30%; also: 0% is about no effect
D1 agonist = Allosteric Agonists of the Human D1 Dopamine Receptor: qHTS | D(1A) dopamine receptor (Homo sapiens), P21728 | HEK293 T-REx D1 cells, calcium flux, agonist mode | activation, % at 2 µM | 1% of 360,000 active | AID 504660, 2011; also: 0% is about no effect
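Tetracycline-induced HEK293 TREx D1 cells, force-coupled to calcium signalling, were dye-loaded with a no-wash calcium kit. Compound was pin-added after a 10 s baseline. Fluorescence was read kinetically at 1 cycle/s for 180 s, with calcium rises flagged as agonism.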
D2 ag = HTS Assay for Allosteric Agonists of the Human D2 Dopamine Receptor: Primary Screen for Agonists. HEK293 T-REx D2 cells, calcium flux agonist mode. activation, % at 2 µM. 0.53% of 340,000 active;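 active = activation over 3 SD above normal in the single-dose calcium agonist read, cut at about 30% in these data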; also: 0% is about no effect
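Agonism is scored from calcium flux in a force-coupled, inducible HEK293 cell line expressing D2, read kinetically for 180 s after compound addition against dopamine controls.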
TRHR enhancer = qHTS for Small Molecule Agonists and Allosteric Enhancers of Human TRH Receptor: Primary Screen for Enhancers; Thyrotropin-releasing hormone receptor (Homo sapiens), P34981; TRHR cells, fluo-8 calcium fluorescence, EC20 TRH enhancement; enhancement, % at 2 µM; 0.66% of 360,000 active; AID 493056, 2011; in the data active = enhancement above about 30%; also: 0% is about no effect
Target sequence (P34981 whole entry, looked up): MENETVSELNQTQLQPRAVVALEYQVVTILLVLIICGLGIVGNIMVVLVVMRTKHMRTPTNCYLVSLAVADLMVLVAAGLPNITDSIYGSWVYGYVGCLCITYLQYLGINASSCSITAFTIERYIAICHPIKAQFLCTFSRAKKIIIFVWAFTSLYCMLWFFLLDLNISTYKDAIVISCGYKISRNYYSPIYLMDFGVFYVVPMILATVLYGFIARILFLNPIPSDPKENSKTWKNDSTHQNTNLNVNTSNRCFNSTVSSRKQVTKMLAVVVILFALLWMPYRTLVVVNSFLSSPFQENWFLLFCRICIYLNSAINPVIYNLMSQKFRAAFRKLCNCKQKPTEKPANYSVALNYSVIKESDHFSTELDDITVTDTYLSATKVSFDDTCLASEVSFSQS
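TRHR-expressing cells loaded with fluo-8 calcium dye were read kinetically (ex 480/em 530) during compound addition, then stimulated with an EC20 of TRH (10 nM final). Enhancement of the Gq-mediated intracellular calcium response was scored.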
D2 PAM = HTS Assay for Positive Allosteric Modulators of the Human D2 Dopamine Receptor: Primary Screen for Potentiators | D(2) dopamine receptor (Homo sapiens), P14416 | HEK293 T-REx D2, calcium flux, EC20 dopamine potentiation | potentiation, % at 10 µM | AID 485347, 2010 | 0.34% of 340,000 active;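 active = potentiation over 3 SD above the plate norm, cut at about 30% in these data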; also: 0% is about no effect
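Tetracycline-induced Hek293 Trex D2 cells, force-coupled to calcium, loaded with no-wash calcium dye. Compound added with 180 s kinetic read for agonism, then EC20 dopamine and a further 180 s read for potentiation.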
TRHR agonist = qHTS for Small Molecule Agonists and Allosteric Enhancers of Human TRH Receptor: Primary Screen for Agonists | Thyrotropin-releasing hormone receptor (Homo sapiens), P34981 | TRHR cells, calcium flux fluo-8, FDSS agonist mode | activation, % at 2 µM | 0.18% of 360,000 active; also: 0% is about no effect
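TRHR-expressing cells loaded with fluo-8 calcium dye; 23 nL library compound pin-transferred, kinetic FDSS fluorescence (Ex 480/Em 530) recorded about 180 s for agonist-induced calcium release, before a 10 nM TRH EC20 addition for potentiator mode.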
* marks the source's active call; other numbers are inactive results; ? = inconclusive; · = not tested or not shown. Rule as the data show it, unless noted: active = activation above about 30%; inactive = the rest.

SMILES	D2 antag	RXFP1 antagonist	D1 antag	D1 potentiator	D1 agonist	D2 ag	TRHR enhancer	D2 PAM	TRHR agonist
Cc1cccc2cc(CN(Cc3ccco3)C(=O)c3ccncc3)c(=O)[nH]c12	1	-13	-70*	2	1	-1.9	1	16	0.2
Cc1ccccc1C(=O)Nc1ccnn1C1CCN(Cc2c(C)n(C)c3ccccc23)CC1	-2	-15	-34*	-3	12	0.0	10	-20	0.5
CC(C)c1ccc(NC(=O)CN2C(=O)CSc3ccc(S(=O)(=O)N4CCCC4)cc32)cc1	·	-14	7	0	2	-0.5	-1	-3	0.7
CCc1ccccc1N(CC(=O)N1CCN(c2ccccc2F)CC1)S(C)(=O)=O	25	-4	-4	0	3	0.4	6	2	0.0
Cc1ccc(C=C2C(=O)c3ccccc3C2=O)o1	-2	·	-12	1	5	1.7	1	-2	1.1
COc1ccc(NS(=O)(=O)/C=C/c2ccc(OC)c(OC)c2)cc1	3	-10	0	-3	8	0.4	4	-1	-0.9
COc1cccc2c(=O)n(CC(=O)N3CCCc4ccccc43)ccc12	13	-2	-7	1	1	-0.3	-2	-5	0.0
CCOc1ccc(NC(=O)CN(C)C(=O)C2CC(=O)N(CCc3ccccc3)C2)cc1OCC (stereo not drawn)	13	-7	3	3	0	0.0	3	-3	0.6
COc1ccc(/C=C2\SC(=O)N(CCC(=O)N3CCCCC3CCO)C2=O)cc1 (stereo not drawn)	23	6	-11	-5	1	0.0	1	3	-0.4
Cc1cc(OCC(=O)N[C@@H](Cc2c[nH]c3ccccc23)C(=O)O)c2c(C)c(C)c(=O)oc2c1	15	·	-4	-2	2	-0.4	-6	2	-0.2
OCCNc1nc(N2CCOCC2)nc(N2CCOCC2)n1	10	5	10	3	0	-0.1	-4	-31	5.0
CCn1c(CNC(=O)c2ccc(Cl)cc2)nnc1SCC(=O)NC1=NCCS1	23	3	-7	-4	1	0.8	0	12	-0.1
COCc1nnc(NC(=O)C23CC4CC(CC(C4)C2)C3)s1	-8	-23	-5	1	2	-1.0	8	26	2.4
CCc1ccc(Nc2ncc3c(n2)CC(c2ccc(OC)cc2)CC3=O)cc1 (stereo not drawn)	-5	5	-5	-4	3	0.1	5	10	1.0
COc1ccc(/C=C2/C(=O)N(c3c(F)c(F)c(F)c(F)c3F)N=C2C)cc1	-2	3	-14	-8	7	-0.1	-7	-3	-0.1
O=C(Nc1ccc(Cl)cn1)c1cccnc1	1	-5	4	-5	-3	-0.2	-4	6	-0.2
COc1ccc(C(C)=O)cc1COC(=O)c1cc(C)nc2ccccc12	-9	1	-3	0	9	1.2	2	2	-0.6
O=C(O)C1C2CC2CN1C(=O)c1ccc(Cl)cc1Cl (stereo not drawn)	-10	-5	5	-2	5	0.1	-2	12	0.7
O=C(CC(c1cccs1)N1Cc2ccccc2C1=O)Nc1ccccc1F (stereo not drawn)	·	·	2	-1	3	-1.1	4	-6	-1.0
Cc1ccc2c(c1)c(=O)c(C(=O)c1ccccc1)cn2Cc1ccccc1F	·	-19	23	5	2	-1.1	-1	14	0.2
CC(=O)C1=C(O)C(=O)N(c2ccc(Br)cc2)C1c1ccccc1[N+](=O)[O-] (stereo not drawn)	·	-6	16	-8	0	·	21	·	0.7
C/C(=N/NC(=O)c1ccco1)c1cccnc1	-10	3	-6	-5	2	-0.1	-11	-9	-1.8
O=C(COC(=O)c1cc(-c2ccccn2)nc2ccccc12)Nc1ncc(C(F)(F)F)cc1Cl	-5	-3	-3	2	7	-0.4	-8	9	-1.3
Cc1nc2nc[nH]c2cc1Br	·	-1	-3	-4	5	·	4	5	-2.6
O=C(N/N=C/C(Cl)=C/c1ccccc1)c1ccc2c(c1)OCO2	·	11	0	-9	4	·	-4	·	0.3

Single values from the results shown.
Value for CCOc1ccc(NC(=O)CN(C)C(=O)C2CC(=O)N(CCc3ccccc3)C2)cc1OCC (stereo not drawn) under D1 antag: 3
Value for Cc1nc2nc[nH]c2cc1Br under D1 agonist: 5

The list goes on:
SMILES	D2 antag	RXFP1 antagonist	D1 antag	D1 potentiator	D1 agonist	D2 ag	TRHR enhancer	D2 PAM	TRHR agonist
Cc1nc(NC2CCCCC2)c2nnn(Cc3ccccc3Cl)c2n1	·	-12	6	-4	7	·	-2	·	0.1
COc1ccc(OC)c(-c2cc(C(=O)Nc3cccc(Cl)c3)no2)c1	-3	-7	6	1	2	0.6	-4	-17	0.5
O=C(Cc1sc(-c2ccccc2Cl)nc1-c1ccccc1)Nc1ccccc1	8	-9	-7	-9	2	0.9	4	4	0.4
Cc1occc1-c1nnc(SCC(=O)Nc2nc(-c3ccccc3)cs2)o1	17	-11	8	-3	4	-0.1	-5	0	0.4
Cc1ccnc2nc(C(=O)OCC(=O)NCCc3ccccc3)nn12	12	7	0	-5	1	1.6	-1	2	-0.3
COc1ccc(OC)c(NC(=O)c2nc(-c3ccccc3)oc2C)c1	2	1	7	-1	3	-0.6	1	1	0.1
CCOC(=O)C1=C(C)N(C)C(C)=C(C(=O)OCC)C1c1ccsc1	15	-12	-3	0	5	0.9	-2	-4	0.2
Cc1ccc(C(=O)NCC(c2ccc(Cl)cc2)N2CCCCC2)cc1 (stereo not drawn)	·	-11	-2	-1	4	-0.9	-1	-24	-0.3
COc1ccc(OCC(=O)N2CCN(c3cccc(C(F)(F)F)c3)CC2)cc1	-13	-3	-1	-2	1	-1.1	-2	1	-0.6
C/C(=N\N=C1\NC(=O)C(CC(=O)Nc2ccc(C)c(Cl)c2)S1)C(C)C (stereo not drawn)	13	-15	7	0	0	0.7	-10	-8	0.3
CCSc1nnc(NC(=O)c2csc3c2CCCC3)s1	40*	-18	-14	2	-3	-0.2	-3	-5	0.7
CC(=O)Nc1ccc(-c2nnc(SCC(=O)NCc3ccco3)n2C)cc1	-4	10	0	-1	0	0.3	-2	4	0.8
CCCCN1C(=O)c2ccc(C(=O)NCc3ccco3)cc2C1=O	2	4	-1	-6	15	-2.3	3	12	-0.6
O=C(Nc1cc2c(cc1Cl)OCCCO2)c1ccc(F)cc1	-6	·	-5	-7	3	-2.0	-3	-7	-1.0
C=CCNC(=O)c1onc(CSc2ccc(F)cc2)c1C(=O)NCCOC	10	·	3	16	1	0.1	3	-3	-0.2
Cc1ccccc1-c1noc(-c2ccc(N3CCCC3)c([N+](=O)[O-])c2)n1	·	·	6	0	1	-1.3	-4	1	0.0
O=C(COc1ccc2c(c1)CCC2)N1CCN(c2ccccc2F)CC1	4	·	-6	-7	2	-0.9	1	-4	-0.3
Cc1c(C(=O)Nc2ccccc2Br)oc2ccc(S(=O)(=O)N3CCCCCC3)cc12	·	-1	4	1	-4	-0.3	3	-15	0.0
COc1cc(OC)c(OC)cc1CN1CCN(Cc2cccn2C)CC1	0	-15	-12	-7	2	0.6	-3	4	1.0
CCOC(=O)c1c(C)oc2nc(C)nc(NCC3CCN(Cc4cccc(Cl)c4)CC3)c12	·	·	1	0	2	0.4	-11	-7	0.5
CCCCN(c1nc2ccccc2nc1Cl)S(=O)(=O)c1ccc(C)cc1	2	-16	7	-4	13	0.3	3	15	-0.7
Cc1ccc(C2CC(c3ccccc3)=NN2C(=S)Nc2ccccc2)o1 (stereo not drawn)	-5	-11	-3	0	7	-0.7	4	8	-2.1
COc1ccc(C(=O)c2c(C)oc3ccc(O)cc23)c(OC)c1	-4	-11	-10	-2	7	-0.3	-4	-3	1.0
COc1ccccc1-c1cc(C(=O)Nc2cc(C)n(Cc3ccc(Cl)cc3)n2)no1	4	5	-17	-4	4	1.0	-9	-1	1.8
C=CCc1cccc(OC)c1OCCOCCn1ccnc1	10	1	8	-7	6	-0.1	-6	16	-0.4

Other entries follow.
SMILES	D2 antag	RXFP1 antagonist	D1 antag	D1 potentiator	D1 agonist	D2 ag	TRHR enhancer	D2 PAM	TRHR agonist
Cc1ccccc1N1CCN(Cc2ccc([N+](=O)[O-])o2)CC1	19	1	-3	-5	-1	0.9	-5	-2	-0.1
CCc1nnc(SCc2ccc(C(=O)OC)o2)n1N	4	-8	9	1	7	0.4	1	2	-1.6
CCC(=O)N/N=C(\C)CC(=O)Nc1ccc(F)cc1	-2	3	-8	-1	0	0.0	3	-8	0.5
COc1ccc(N(CC(=O)NCCSCc2ccc(Cl)cc2)S(C)(=O)=O)cc1Cl	1	6	0	-7	4	0.0	14	5	-0.1
CCC(C(=O)NC1CC1)n1nc(C)c2c(C)n(-c3ccc(C)cc3)nc2c1=O (stereo not drawn)	13	?	4	-3	4	0.2	-2	11	-0.4
O=C(c1ccc(COc2ccc(Cl)cc2)cc1)N1CCCCC1	4	-11	9	·	8	-0.5	-1	1	-1.6
O=C1c2ccccc2C(=O)N1CCCCSc1nnc(-c2ccc(OC(F)F)cc2)o1	-8	10	5	-5	9	-1.3	7	14	1.6
COc1ccc(C2Nc3ccccc3C(=O)N2Cc2ccccc2)cc1Cn1nnc2ccccc21 (stereo not drawn)	-15	3	12	-4	8	-0.5	7	-6	-0.3
COc1ccc(S(=O)(=O)N2CCN(C(=O)N(C)C)C2C)cc1 (stereo not drawn)	·	-12	5	-10	4	·	0	·	0.0
O=C(Cn1cc(C(F)(F)F)ccc1=O)N/N=C/c1ccc(Cl)cc1Cl	-18	-6	16	4	-1	-0.6	-1	1	0.3
COCCCNC(=O)c1cnc2sc(N3CCCCC3)nn2c1=O	·	-2	-1	-4	0	0.8	-3	2	0.3
COc1ccc2[nH]c(C)cc(=O)c2c1	-42	12	-3	-1	2	-1.2	8	10	-1.8

Structures listed so far that contain two or more sulfur atoms, in the order listed:
SMILES	D2 antag	RXFP1 antagonist	D1 antag	D1 potentiator	D1 agonist	D2 ag	TRHR enhancer	D2 PAM	TRHR agonist
CC(C)c1ccc(NC(=O)CN2C(=O)CSc3ccc(S(=O)(=O)N4CCCC4)cc32)cc1	·	-14	7	0	2	-0.5	-1	-3	0.7
CCn1c(CNC(=O)c2ccc(Cl)cc2)nnc1SCC(=O)NC1=NCCS1	23	3	-7	-4	1	0.8	0	12	-0.1
Cc1occc1-c1nnc(SCC(=O)Nc2nc(-c3ccccc3)cs2)o1	17	-11	8	-3	4	-0.1	-5	0	0.4
CCSc1nnc(NC(=O)c2csc3c2CCCC3)s1	40*	-18	-14	2	-3	-0.2	-3	-5	0.7
COc1ccc(N(CC(=O)NCCSCc2ccc(Cl)cc2)S(C)(=O)=O)cc1Cl	1	6	0	-7	4	0.0	14	5	-0.1

Screening data as filed in PubChem BioAssay.
